HIF-2a inh – HIF-2a reporter inhibitors, primary screen, luminescence, 786-0 RCC cells. 786-0 RCC cells HIF-2a reporter, luciferase luminescence, overnight. inhibition, % at 18.8 µM. hit rate 0.72% among 360,000. AID 624352, 2012;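 active = inhibition of the luminescence signal of 40% or more relative to plate controls, in a single-dose primary screen at 18.75 µM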
Shn3 3UTR inh – reduction of Shn3 3'UTR firefly luciferase signal, primary screen, Schnurri-3 inhibitor project, cell-based, Clone20 osteoblasts, set 2. Clone20 osteoblast Shn3 3'UTR firefly luciferase, 24 h. inhibition, % at 12.5 µM. hit rate 0.52% among 360,000. AID 588674, 2011;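 active = mean inhibition of at least 75% with every replicate also reaching 75%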;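 note: 0% = median of neutral control wells and 100% = pilot-screen positive control compound; some compounds past the cut are filed as inactive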
CaV13 FRET inh – Primary screen for inhibitors of IQ motif and Ca2+-dependent inactivation inhibitor domain binding in CACNA1D, Förster resonance energy transfer in living cells, … | inhibition, % at 12.3 µM | HEK cells, CFP/YFP FRET ICDI-IQ, plate reader, 10 min; percent FRET-ratio fall versus neutral wells | hit rate 0.098% among 340,000 | AID 743397;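 active = mean replicate inhibition of at least 30% and at least 1% of replicates passing that level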;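 note: 0% = median of the neutral control wells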
m5-HT2A agonist – mouse Htr2a agonists via beta-arrestin recruitment, primary screen, cell-based, luminescence. activation, % at 7.6 µM. 5-hydroxytryptamine receptor 2A (Mus musculus), P35363. hit rate 0.66% among 360,000. CHO-K1 mHTR2A beta-arrestin complementation; percent of 30 µM serotonin response;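 active = activation above a run cutoff, the mean activation of all tested compounds plus 3 SD, cut at about 14% in these data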;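 note: 0% = plate median of compound wells and 100% = 30 µM serotonin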
Target sequence (P35363 whole entry, looked up): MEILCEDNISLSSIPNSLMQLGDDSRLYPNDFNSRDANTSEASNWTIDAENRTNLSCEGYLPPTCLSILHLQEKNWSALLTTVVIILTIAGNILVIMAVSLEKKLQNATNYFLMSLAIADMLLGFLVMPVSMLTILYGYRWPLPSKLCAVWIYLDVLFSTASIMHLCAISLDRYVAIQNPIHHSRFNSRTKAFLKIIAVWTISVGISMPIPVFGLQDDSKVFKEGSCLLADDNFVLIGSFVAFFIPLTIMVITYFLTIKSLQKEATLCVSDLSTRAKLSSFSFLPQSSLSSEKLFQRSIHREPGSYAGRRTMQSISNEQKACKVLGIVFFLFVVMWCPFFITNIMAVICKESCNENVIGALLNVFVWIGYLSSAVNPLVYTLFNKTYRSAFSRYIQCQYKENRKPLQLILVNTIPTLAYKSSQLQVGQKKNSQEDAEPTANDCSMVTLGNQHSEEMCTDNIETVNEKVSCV
H9c2 protect – cardioprotection against H2O2-induced cell death, primary screen, uHTS, H9c2 cells, ATPLite luminescence | protection from H2O2 cell death, % at 20 µM | AID 588492, 2011 | hit rate 0.63% among 360,000 | H9c2 cardiomyocytes, H2O2 injury protection, 2 h;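 active = compounds giving at least 50% protection of heart cells from peroxide-induced death in the single-dose screen, raw or plate-pattern-corrected value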;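 note: 0% = DMSO wells with peroxide and 100% = DMSO wells without peroxide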
NR2E3 ag-1 – inhibitors of NR2E3-RetCOR corepressor binding, primary screen, NR2E3 agonist project, biochemical, TR-FRET, GST-NR2E3, biotin-RetCOR; AID 2300, 2010; inhibition of corepressor binding, % at 4.78 µM; hit rate 0.12% among 320,000; 1536-well; Photoreceptor-specific nuclear receptor (Homo sapiens), Q9Y5X4;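 active = percent inhibition above the cutoff of mean plus 3 SD of all tested compounds, set per screening campaign, cut at about 20% in these data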;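 note: 0% = DMSO wells and 100% = biotin wells as full block of FRET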
Target sequence (Q9Y5X4 whole entry, looked up): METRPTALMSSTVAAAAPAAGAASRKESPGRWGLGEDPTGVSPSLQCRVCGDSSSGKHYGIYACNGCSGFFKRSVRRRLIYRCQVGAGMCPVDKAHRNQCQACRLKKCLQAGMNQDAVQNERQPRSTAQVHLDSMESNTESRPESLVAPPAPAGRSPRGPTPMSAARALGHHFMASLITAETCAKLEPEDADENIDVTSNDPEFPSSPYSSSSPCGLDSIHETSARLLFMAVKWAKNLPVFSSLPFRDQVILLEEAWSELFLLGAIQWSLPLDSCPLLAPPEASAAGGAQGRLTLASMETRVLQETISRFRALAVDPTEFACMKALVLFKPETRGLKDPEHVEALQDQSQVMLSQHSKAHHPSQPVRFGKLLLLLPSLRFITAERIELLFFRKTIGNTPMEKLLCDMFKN
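Test system: GST-NR2E3 and biotin-RetCOR proteins | Quantity: 1.35 nM GST-tagged NR2E3 final | Medium: Tris pH 7.5 | Also added: 7 nM biotin-RetCOR | Dosing: Compound at 4.8 µM, single dose | Timing: 5 h at 4 °C | Detection: Time-resolved FRET | Read-out basis: Percent inhibition | Benchmarks: Biotin wells as high control, 0.6% DMSO wells as low control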
PDI turbidity – inhibitors of human PDI, primary screen, biochemical, turbidity, single point, plate reader; Protein disulfide-isomerase (Homo sapiens), P07237; PDI insulin aggregation turbidity, A650, 90 min; inhibition, % at 10 µM; hit rate 0.052% among 350,000; AID 588391, 2011;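 active = mean inhibition across replicates of 30% or more, whatever share of single replicates reach that level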;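 note: absorbance from insulin aggregation driven by PDI reduction with DTT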
iPSC survival up – enhancers of single-cell hiPSC survival, primary screen, ATPlite luminescence | hit rate 0.044% among 360,000 | 100% = ROCK inhibitor wells, 0% = DMSO | survival enhancement, % at 20 µM; in the data active = survival enhancement above about 18%;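 note: cells exposed to compounds for 16 hours before the ATP read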
MITF TRPM1 inh – inhibitors of MITF-dependent TRPM1 promoter reporter, primary screen, cell-based, SK-MEL-5, single point, luciferase | hit rate 0.83% among 330,000 | inhibition, % at 12.5 µM | SK-MEL-5 TRPM1 promoter luciferase, 24 h;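 active = mean inhibition across replicates of 60% or more, whatever share of single replicates reaches that level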; note: values of inactives mirror those of a sister screen read the other way
NR2E3 ag-2 – NR2E3 agonists in two-hybrid cells, primary screen, cell-based, luminescence, CHO-S, Gal4-NCOR/VP16-NR2E3; inhibition of corepressor binding, % at 3.98 µM; luciferase; Photoreceptor-specific nuclear receptor (Homo sapiens), Q9Y5X4; hit rate 0.35% among 360,000; AID 602229, 2012;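 active = inhibition above the mean of all tested compounds plus 3 SD, cut at about 70% in these data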;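 note: 0% = DMSO with NR2E3 transfected cells and 100% = cells lacking NR2E3 construct; higher means lower luciferase signal from less NR2E3 corepressor binding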
Peg3 promoter – Peg3 promoter-driven luciferase inhibitors, primary screen, cell-based, HeLa, luciferase luminescence; HeLa PEG-Prom luciferase reporter, overnight; inhibition, % at 20 µM; hit rate 1.7% among 360,000; AID 588405, 2011;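 active = inhibition of at least 50% at 20 µM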
* marks the source's active call; other numbers are inactive results; x = not tested or not shown.

SMILES	HIF-2a inh	Shn3 3UTR inh	CaV13 FRET inh	m5-HT2A agonist	H9c2 protect	NR2E3 ag-1	PDI turbidity	iPSC survival up	MITF TRPM1 inh	NR2E3 ag-2	Peg3 promoter
CC(C)OCCCN1CC(=O)N2C(c3ccccc3)c3[nH]c4ccccc4c3C[C@H]2C1=O (stereo partly drawn)	18	13	-18	-5	8	1	4	-0.4	20	-11	15
Cc1oc(-c2cccc(F)c2)nc1CN1CCCCC1CCc1ccccn1 (stereo not drawn)	2	20	1	7	-1	3	3	-3.0	10	-5	9
CCOc1ccc(C(=O)NNC(=O)CN2C(=O)C3CC=CCC3C2=O)cc1OC (stereo not drawn)	8	-9	-3	0	-6	x	4	-0.5	2	-13	-6
COCCOC(=O)c1[nH]c2c(c1C)C(=O)CC(c1cccs1)C2 (stereo not drawn)	6	-5	-2	-2	0	x	-3	-0.7	15	-25	3
CC(C)C[C@H](N)c1cn([C@@H](CCCCN)C(=O)N2CCNCC2)nn1	5	1	-6	0	2	3	2	2.3	2	11	4
COc1ccc(N2CCN(c3cc(C)c4ccc(O)cc4n3)CC2)cc1	-9	8	-8	-4	-1	4	7	1.3	x	-12	-14
COc1ccc(NC(=O)CNc2ccccc2C(C)=O)cc1S(=O)(=O)N1CCOCC1	8	-1	-6	-6	0	x	-1	1.7	10	9	-9
Cc1cccnc1NC(=O)C1CCN(S(=O)(=O)c2ccc3ccccc3c2)CC1	3	4	-6	-3	4	0	-4	-0.4	5	0	4
Cc1ccc(OCC(O)CN2CC3(C)CC2CC(C)(C)C3)cc1 (stereo not drawn)	12	0	-15	-4	0	-3	-1	-0.9	-7	11	10
Cc1ccc(NC(=O)CN(C(=O)N2CCN(C)CC2)S(=O)(=O)c2ccc(C)cc2)cc1	13	-11	x	-1	6	-1	-4	-0.3	-6	-15	8
Cn1nc(C(F)(F)F)cc1-c1ccc(/C=C(\C#N)C(=O)c2cccc(C(F)(F)F)c2)s1	-31	x	-6	0	2	4	-4	-0.4	x	-16	-72
CC(OC(=O)Cn1cnc2c1c(=O)n(C)c(=O)n2C)C(=O)NC(C)c1ccc(Cl)cc1Cl (stereo not drawn)	10	-2	-5	-4	-5	3	-3	1.7	4	-27	10
ONC(=NCc1ccccc1)c1ccccc1	-53	-32	-7	-1	0	x	-4	-1.8	-13	-18	-43
COc1cccc(NC(=O)CN2C(=O)NC(CCc3ccccc3)C2=O)c1 (stereo not drawn)	5	0	-3	-2	-11	-1	-2	1.9	1	-22	6
CCCN(C(=O)COC(=O)CCC(=O)c1ccccc1)c1c(N)n(Cc2ccccc2)c(=O)[nH]c1=O	14	-30	-8	-3	0	x	18	1.3	x	13	2

Already shown: an excerpt of the list.
SMILES	HIF-2a inh	Shn3 3UTR inh	CaV13 FRET inh	m5-HT2A agonist	H9c2 protect	NR2E3 ag-1	PDI turbidity	iPSC survival up	MITF TRPM1 inh	NR2E3 ag-2	Peg3 promoter
CC(C)OCCCN1CC(=O)N2C(c3ccccc3)c3[nH]c4ccccc4c3C[C@H]2C1=O (stereo partly drawn)	18	13	-18	-5	8	1	4	-0.4	20	-11	15
Cc1oc(-c2cccc(F)c2)nc1CN1CCCCC1CCc1ccccn1 (stereo not drawn)	2	20	1	7	-1	3	3	-3.0	10	-5	9
CCOc1ccc(C(=O)NNC(=O)CN2C(=O)C3CC=CCC3C2=O)cc1OC (stereo not drawn)	8	-9	-3	0	-6	x	4	-0.5	2	-13	-6
COCCOC(=O)c1[nH]c2c(c1C)C(=O)CC(c1cccs1)C2 (stereo not drawn)	6	-5	-2	-2	0	x	-3	-0.7	15	-25	3
CC(C)C[C@H](N)c1cn([C@@H](CCCCN)C(=O)N2CCNCC2)nn1	5	1	-6	0	2	3	2	2.3	2	11	4
COc1ccc(N2CCN(c3cc(C)c4ccc(O)cc4n3)CC2)cc1	-9	8	-8	-4	-1	4	7	1.3	x	-12	-14
COc1ccc(NC(=O)CNc2ccccc2C(C)=O)cc1S(=O)(=O)N1CCOCC1	8	-1	-6	-6	0	x	-1	1.7	10	9	-9
Cc1cccnc1NC(=O)C1CCN(S(=O)(=O)c2ccc3ccccc3c2)CC1	3	4	-6	-3	4	0	-4	-0.4	5	0	4
Cc1ccc(OCC(O)CN2CC3(C)CC2CC(C)(C)C3)cc1 (stereo not drawn)	12	0	-15	-4	0	-3	-1	-0.9	-7	11	10

Next section:
SMILES	HIF-2a inh	Shn3 3UTR inh	CaV13 FRET inh	m5-HT2A agonist	H9c2 protect	NR2E3 ag-1	PDI turbidity	iPSC survival up	MITF TRPM1 inh	NR2E3 ag-2	Peg3 promoter
CN(C)CCNC(=O)c1cc2c(s1)-c1ccccc1OC2	-170	-22	-5	-11	10	1	9	-2.3	-31	-39	-97
NS(=O)(=O)c1ccc(NC(=O)CSc2nc3c(c(=O)[nH]2)CCCC3)cc1	12	0	-4	1	4	3	-4	-0.3	-4	-21	0
CCCCN(CCCNC(=O)C1CCN(S(=O)(=O)N2CCOCC2)CC1)c1ccccc1	14	28	x	-5	-2	4	11	6.0	3	12	1
COc1ccc2cc(C(=O)/C=C/c3cc(OC)c(OC)c(OC)c3)ccc2c1	6	20	-4	1	10	3	8	-0.4	-2	-3	28
COc1cc(-c2ccccc2)nc(N)n1	-220	-36	-7	2	-2	1	1	-3.3	-56	-52	-212
CCOc1ccc2nc(NC(=O)CN3CCOCC3)sc2c1	-87	-9	-9	0	0	-3	-5	0.1	-18	-31	-44
CC1CN(C(=O)CCn2c(=O)oc3ccccc32)CC(C)O1 (stereo not drawn)	5	-2	-6	4	-2	-4	-3	2.3	-4	1	10
CCN(CCCNC(=O)C1CCN(S(=O)(=O)N2CCOCC2)CC1)c1cccc(C)c1	12	8	-5	-8	0	0	3	-0.2	-19	-9	18
FC(F)(F)c1cc(-c2ccco2)nc(NCc2cccs2)n1	11	5	-3	8	3	-4	17	-1.8	8	6	6
CCOc1ccc(CN2CCCC(CNC(=O)c3ccc(F)cc3)C2)cc1CO (stereo not drawn)	13	6	-5	0	2	-1	4	-0.9	3	13	-4
C[C@H]1CN([C@@H](C)CO)C(=O)CCCn2cc(nn2)CO[C@@H]1CN(C)S(C)(=O)=O	10	-7	-6	0	0	x	5	-0.4	x	0	-17
Cn1c(C(=O)NCc2cccnc2)cc2sccc21	13	5	-8	-2	-2	2	2	-0.6	-1	-26	5
COc1ccc(Cl)cc1NC(=O)CNC(c1ccccc1)c1ccccc1	14	3	-3	-3	-9	-1	-23	1.2	0	-3	24
O=C(NC1(C(F)(F)F)N=C2SCCN2C1=O)c1ccco1 (stereo not drawn)	18	-8	0	-2	4	3	-11	-0.2	1	-13	0
Cc1cccc(NC(=O)CCN2C(=O)c3ccccc3C2=O)n1	4	18	-5	-1	3	0	2	-0.9	-2	-7	-24
Cn1ncc(Cl)c1C(=O)N1CCOCC1	16	-7	-15	4	-2	6	1	-0.7	4	-6	12
COCCOc1cc(NC(=O)c2cccc(OC)c2)c(Cl)cc1Cl	-16	2	-2	-1	0	2	-4	-0.3	4	-5	-26
COc1cc2c(cc1OC)C(=O)CCC2	6	-3	-10	6	6	x	2	-0.3	-5	-13	-7
CC(=O)N1C(=O)/C(=C2\SC(=S)N(NS(=O)(=O)c3ccc(C)cc3)C2=O)c2ccccc21	31	7	2	0	-7	x	2	0.3	18	2	4
CCc1nnc(NS(=O)(=O)c2ccc(NC(=O)COc3ccc(Cl)c(C)c3)cc2)s1	-25	5	-6	0	1	4	5	0.2	4	-9	-84
CC(c1ccco1)N(C(=O)Nc1ccccc1)C1CCCCC1 (stereo not drawn)	-8	-5	-4	-1	-1	2	-2	-0.3	9	4	2
CCC(=O)Nc1ccc(C(=O)NNC(=O)COc2cccc(C)c2)cc1	7	-1	-3	-3	1	-2	-7	3.2	-3	-1	8
COCCCNC(=O)c1ccccc1Oc1ccccc1	13	43	-5	-4	9	-3	4	4.1	3	-19	3
CN(C)c1ccc(C(C(=O)NCC2CCCO2)N(Cc2ccco2)C(=O)c2snc(C(N)=O)c2N)cc1 (stereo not drawn)	1	3	-3	-1	52*	-2	-26	1.6	-1	-4	19
COc1cc(OC)c(OC)cc1CN1CCN(Cc2ccc(C(F)(F)F)cc2)CC1	22	-12	-21	-4	-5	1	-2	-0.4	20	6	17
CCc1ccc(C(=O)C(C)OC(=O)CNS(=O)(=O)c2ccc(C)cc2)cc1 (stereo not drawn)	6	0	-5	0	-2	-1	-15	0.6	10	4	0
COc1ccc(-c2cn3ccc(C)cc3n2)cc1	-37	x	-16	1	-30	2	-2	-0.8	1	-104	-34
COc1ccc(OCC#CCNC(C)(C)C)cc1	0	-5	-5	-4	12	1	-6	-0.9	1	-2	-6
CCOC(=O)c1cc(C(=O)OCC)cc(-n2cc(O)c(C(=O)OCC)n2)c1	-17	14	-6	0	10	2	-3	-1.5	13	1	8
CC(C)CNC(=S)NC1CC2CCC(C1)N2Cc1ccccc1 (stereo not drawn)	2	7	-16	-2	-3	4	5	-1.5	-2	2	-13
O=C1c2ccccc2C(c2nnnn2-c2ccc3c(c2)OCCO3)N1Cc1ccco1 (stereo not drawn)	9	x	-8	-3	x	x	x	-0.2	x	8	x
CC(=O)C1C(c2ccc(F)cc2)c2c(noc2C)CC1(C)O (stereo not drawn)	8	-9	-4	4	4	-2	-1	1.7	5	-6	5
O=C(C1CCCO1)N1CCN(S(=O)(=O)c2ccc(Br)cc2)CC1 (stereo not drawn)	6	-8	x	12	1	3	-4	0.0	0	-3	6
CCN(CCO)C(=O)c1ccc2oc(Cc3ccc(Cl)cc3)nc2c1	6	-9	-5	2	2	2	1	0.4	-7	2	2
